Vif-A3G inh = qHTS for Inhibitors of Vif-A3G Interactions: qHTS; DNA dC->dU-editing enzyme APOBEC-3G (Homo sapiens), Q9HC16; HeLa A3G-eYFP + Vif (tagged APOBEC3G with the HIV-1 protein that degrades it), YFP fluorescence, overnight; Potency, µM (top dose mostly 46.1 µM), inactives show top-dose activity, negative = active, hits mostly inhibitors; 410,000 compounds, 0.076% hits;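 note: potency is the fitted concentration of half-maximal effect; % is set by controls: 0 for no effect and ±100 for the full control effect; nearly all actives have a fitted effect of over 60% in size; hits raise eYFP signal because A3G escapes Vif-driven loss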
Target sequence (Q9HC16 whole entry, looked up): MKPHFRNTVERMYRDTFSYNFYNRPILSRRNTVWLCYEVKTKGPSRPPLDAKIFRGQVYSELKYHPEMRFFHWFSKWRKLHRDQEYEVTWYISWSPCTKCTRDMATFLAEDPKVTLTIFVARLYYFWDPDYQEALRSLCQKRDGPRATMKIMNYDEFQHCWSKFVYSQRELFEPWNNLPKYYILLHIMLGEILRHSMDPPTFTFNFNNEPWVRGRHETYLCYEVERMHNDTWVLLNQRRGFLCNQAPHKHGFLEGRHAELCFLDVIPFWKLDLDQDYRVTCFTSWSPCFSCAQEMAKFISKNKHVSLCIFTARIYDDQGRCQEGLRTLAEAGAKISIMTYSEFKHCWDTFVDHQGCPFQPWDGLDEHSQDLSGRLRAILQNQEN
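Read-out is eYFP fluorescence (Ex 488/Em 500-530) from Vif-expressing HeLa A3G-eYFP cells; more signal means A3G escaped Vif-mediated degradation. Cells plated overnight, compound pinned in, incubated overnight at 37 deg C.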
D2 potentiator = HTS Assay for Positive Allosteric Modulators of the Human D2 Dopamine Receptor: Primary Screen for Potentiators; potentiation, % at 10 µM; AID 485347, 2010; HEK293 T-REx D2, calcium flux, EC20 dopamine potentiation; D(2) dopamine receptor (Homo sapiens), P14416; 340,000 compounds, 0.34% hits;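 active = potentiation over 3 SD above the plate norm, cut at about 30% in these data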; note: 0% is about no effect
Target sequence (P14416 whole entry, looked up): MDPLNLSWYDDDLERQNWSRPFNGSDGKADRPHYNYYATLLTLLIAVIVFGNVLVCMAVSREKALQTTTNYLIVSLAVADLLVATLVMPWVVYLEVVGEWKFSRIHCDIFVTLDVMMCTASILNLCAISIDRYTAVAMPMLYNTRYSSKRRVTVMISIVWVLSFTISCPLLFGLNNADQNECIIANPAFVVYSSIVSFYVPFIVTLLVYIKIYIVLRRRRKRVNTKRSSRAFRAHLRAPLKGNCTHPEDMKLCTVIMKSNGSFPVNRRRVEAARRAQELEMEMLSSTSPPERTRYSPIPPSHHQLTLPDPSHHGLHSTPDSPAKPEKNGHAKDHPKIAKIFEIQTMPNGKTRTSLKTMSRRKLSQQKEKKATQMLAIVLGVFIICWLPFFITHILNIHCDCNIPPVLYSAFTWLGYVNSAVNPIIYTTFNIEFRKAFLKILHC
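Tetracycline-induced Hek293 Trex D2 cells, force-coupled to calcium, loaded with no-wash calcium dye. Compound added with 180 s kinetic read for agonism, then EC20 dopamine and a further 180 s read for potentiation.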
LDHA inh = qHTS assay for inhibitors of human lactate dehydrogenase; purified LDHA, NADH/diaphorase-resazurin fluorescence; active compounds read low; activity change, % (values are at about 110 or 230 µM); 480,000 compounds, 0.15% hits; AID 1347041, 2019; in the data active = activity change below about -30%; inconclusive = mostly about -25% to -30%;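 note: plate controls were DMSO wells for no effect and wells without enzyme for full effect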
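Enzyme activity of human lactate dehydrogenase 5 (2 nM; 0.06 mM NADH, 0.2 mM pyruvate, 5 min, RT) is measured via a resazurin/diaphorase fluorescence readout of residual NADH.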
Vif-A3F inh = qHTS for Inhibitors of Vif-A3F Interactions: qHTS; HeLa A3F-eYFP + Vif (tagged APOBEC3F with the HIV-1 protein that degrades it), YFP fluorescence increase; Potency, µM (doses to about 46.1 µM), without a hit: at the top dose activity, negative = active; 390,000 compounds, 0.2% hits; AID 602313, 2012; note: potency is the fitted concentration of half-maximal effect; % of control where 0% means no effect; nearly all actives have a fitted effect of over 65% in size
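HeLa cells stably expressing Vif plus C-terminally eYFP-tagged A3F were seeded, incubated overnight at 37 deg C, dosed with compound, incubated overnight again at 37 deg C. Yellow fluorescence (Ex 488/Em 500-530) reported blocked Vif-mediated A3F-eYFP degradation.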
D1 agonist = Allosteric Agonists of the Human D1 Dopamine Receptor: qHTS; activation, % at 2 µM; AID 504660, 2011; 360,000 compounds, 1% hits; D(1A) dopamine receptor (Homo sapiens), P21728; HEK293 T-REx D1 cells, calcium flux, agonist mode; in the data active = activation above about 30%; note: 0% is about no effect
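Inducible HEK293 T-REx D1 cells, force-coupled to calcium signalling, were plated at 4000 cells/well with tetracycline and held overnight at 30 C. After no-wash calcium dye loading, compound-evoked calcium rise over 180 s flagged agonists.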
D1 PAM = Potentiators of Human D1 Dopamine Receptor: qHTS | HEK293 TREx D1 cells, calcium flux, dopamine EC20 potentiation | D(1A) dopamine receptor (Homo sapiens), P21728 | potentiation, % at 10 µM | 360,000 compounds, 0.036% hits | AID 504651, 2011; in the data active = potentiation above about 30%; note: 0% is about no effect
D1 antagonist = Antagonist of Human D 1 Dopamine Receptor: qHTS; AID 504652, 2011; HEK293 TREx D1 cells, calcium flux, dopamine EC80; active compounds read low; activity change, negative = inhibition, % at 10 µM; 360,000 compounds, 3.2% hits; D(1A) dopamine receptor (Homo sapiens), P21728; in the data active = activity change below about -30%; note: % is set by controls: 0 for no effect and ±100 for the full control effect
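HEK293 T-REx cells expressing inducible, force-coupled D1 receptor; no-wash Ca dye, 30–90 min RT. Cmpd → 180 s read at 1 Hz → EC80 DA → 180 s read.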
RXFP1 ag = qHTS Assay for Agonists of the Relaxin Receptor RXFP1 | Relaxin receptor 1 (Homo sapiens), Q9HBX9 | HEK293T-RXFP1 cAMP TR-FRET, 30 min; response scale: percent of porcine relaxin response, buffer zero | Potency, µM (highest dose often 57.5 µM), for the others: at the top dose activation, actives largely listed as activators | 370,000 compounds, 0.3% hits; note: potency is the fitted concentration of half-maximal effect; % is set by controls: 0 for no effect and ±100 for the full control effect; nearly all actives have a fitted effect of over 60% in size; many of its hits are not listed in these tables
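Agonist response is measured as cAMP accumulation in an RXFP1-transfected HEK293T line under PDE4 inhibition. Values are scaled between buffer-only and 29 nM porcine relaxin, and EC50s come from standard Hill equation fits.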
GRP78 ERSR act = qHTS for Inducers of the Endoplasmic Reticulum Stress Response (ERSR) in Human Glioma: qHTS | U87-MG GRP78 promoter luciferase reporter, 16 h | Potency, µM, inactives show at the highest dose activation, most hits filed as activators | 420,000 compounds, 0.02% hits | AID 602332, 2012; note: potency is the fitted concentration of half-maximal effect; series mostly up to about 76 µM; % of control where 0% means no effect; nearly all actives have a fitted effect of over 35% in size
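Stably transfected U87-MG human glioma cells carrying a GRP78-based luminescent sensor were seeded at 1000 cells/well, pin-dosed with compounds and incubated 16 h. Luciferase reagent was then added, and end-point luminescence was read after 10 min at room temperature.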
An asterisk follows results filed as active; ? = inconclusive; · = no result given; & = joins results of further samples. Unless noted, calls come from the whole dose curve; as a rule, active = well fitted curve in the direction sought with a large enough effect; inconclusive = small, poorly fitted or top-dose-only effect, or another doubt; inactive = no such curve, though single readings can be large; an effect the other way counts as inactive or inconclusive. These rows are one share of the data; the hit share may differ from the screen's.

Molecule | Vif-A3G inh | D2 potentiator | LDHA inh | Vif-A3F inh | D1 agonist | D1 PAM | D1 antagonist | RXFP1 ag | GRP78 ERSR act
COC(=O)c1cc(NC2c3ccccc3C(=O)N2c2cccnc2)cc(C(=O)OC)c1 (stereo not drawn) | -3% | -3 | -3 | -5% | 0 | 0 | -23 | -3.3% | 0%
C[C@H](NC(=O)c1ncn2c1C(=O)N(C)CC2)C(=O)OC(C)(C)C | 0% | · | -8 | 0% | · | · | · | · | -3%
COc1ccc(CCC(=O)N2CCN(C(=O)c3ccccc3)CC2)cc1 | -7% | -2 | 0 | 4% | 0 | 18 | -1 | 0.1% | 4%
COc1ccc(CCN2CC(C(=O)N(C)Cc3ccc(C)o3)CCC2=O)cc1 (stereo not drawn) | -6% | 9 | -6 | 0% | 2 | 3 | 2 | -1.8% | 7%
Cc1cc(C(=O)OCC(=O)Nc2cccc([N+](=O)[O-])c2)c(C)o1 | 2% | · | -1 | -17% | · | · | · | · | -4%
O=C(Nc1ccccc1NC(=O)c1ccccc1Cl)c1ccccc1Cl | -8% | 1 | 0 | 1% | 9 | -3 | -17 | -1.0% | -1%
CC(=O)Nc1ccc(S[C@@H](CCN2CC[C@H](C(C)(C)C)CCC2=O)c2ccccc2)cc1 | -4%&1% | 7 | 1 | 1% | 0 | 6 | -12 | 1.1% | -1%&1%
O=[N+]([O-])c1cccc(CN2C[C@@]34C=C[C@@H](C[C@@H]3S2(=O)=O)O4)c1 | 1%&-5% | 10 | 1 | 0% | 1 | -2 | 9 | 0.6% | 2%&-2%
CCC(=O)Oc1oc(-c2ccccc2)nc1C=Nc1ccc(C)cc1 | 0% | -2 | -4 | -16% | 1 | -1 | -27 | 0.6% | -5%
CCOC(=O)C1CCCN(Cc2cccc(Oc3ccccc3)c2)C1 (stereo not drawn) | -2% | -14 | -10 | 0% | 12 | 5 | 9 | -0.7% | -2%
O=S(=O)(NCc1ccccc1Br)c1ccccc1Br | 4%&2% | -4 | -17 | -1% | 4 | -3 | -29 | -0.1% | -1%&1%
Cc1cccc2sc(N(CCCN(C)C)C(=O)c3nc4ccccc4s3)nc12 | -4% | 7 | -8 | -19% | 4 | -3 | 19 | 1.8% | -10%
C=CCN(c1ccc(C(=O)NC(C)C)cc1)S(C)(=O)=O | 1% | 5 | -8 | -1% | -2 | 6 | 4 | 0.5% | -5%
NC(=O)[C@H](Cc1cc2ccccc2s1)NC(=O)[C@@H]1CC2(CC(c3cccc(NC(=O)[C@@H]4CCC(=O)N4)c3)=NO2)CN1C(=O)/C=C/Sc1ccccc1 (stereo partly drawn) | -8% | -6 | 0 | -3% | 1 | 0 | -24 | 1.2% | -2%
COc1ccc(NC(=O)Cn2c(=O)n(CCCCCC(=O)NCc3ccc4c(c3)OCO4)c(=O)c3sccc32)cc1Cl | -7% | 6 | -7 | ? | 2 | 1 | -7 | 0.7% | -3%
Cc1cccc(NC(=O)CSCC(=O)Nc2ccc(S(=O)(=O)N3CCCC3)cc2)c1 | 0% | 1 | -7 | -8% | 2 | 5 | 7 | -0.2% | -3%
CN1CC=C2C(C#N)=C(N)C(C#N)(C#N)C(CCc3ccccc3)C2C1 (stereo not drawn) | -14% | -10 | 21 | -13% | 8 | -9 | -62* | 1.2% | -3%
O=C(c1ccc(F)cc1)n1nc(-c2ccc(Cl)cc2)nc1NCc1ccco1 | 2% | -11 | -8 | 4% | 12 | -3 | -9 | 1.0% | 0%
COc1cccc(-c2nc(SCc3cc(=O)c4ccc(C)c(C)c4[nH]3)n[nH]2)c1 | 0% | 18 | 4 | 3% | -1 | -6 | -23 | 9.8% | -3%
COc1ccc(CCNC(=O)CSc2nnc(CNC(=O)c3ccco3)o2)cc1OC | 2% | -9 | -4 | · | 1 | -2 | 10 | 0.3% | -3%
CCOc1ccc(NC(=O)Cn2ncc3c2-c2cc(C)ccc2OC3)cc1 | -1% | -2 | -3 | 0% | 1 | -5 | 12 | 2.0% | -1%
COc1ccc(N2C(=O)CC(Cc3ccccc3)C2=O)cc1 (stereo not drawn) | 1% | -9 | -2 | -1% | 1 | 2 | -2 | 1.8% | -1%
COc1ccc(-c2cc(C(=O)N/N=C(\C)c3cccnc3)c3cc(C)ccc3n2)cc1OC | -6% | -6 | -1 | -4% | 0 | -7 | 5 | 1.4% | -3%
O=S(=O)(/N=C(/Nc1nc2ccccc2s1)c1ccccc1)c1ccc(F)cc1 | -9% | 13 | -2 | 4% | 6 | -4 | 21 | 0.4% | 5%

Copied from the results shown (five entries):
Molecule | Vif-A3G inh | D2 potentiator | LDHA inh | Vif-A3F inh | D1 agonist | D1 PAM | D1 antagonist | RXFP1 ag | GRP78 ERSR act
C=CCN(c1ccc(C(=O)NC(C)C)cc1)S(C)(=O)=O | 1% | 5 | -8 | -1% | -2 | 6 | 4 | 0.5% | -5%
NC(=O)[C@H](Cc1cc2ccccc2s1)NC(=O)[C@@H]1CC2(CC(c3cccc(NC(=O)[C@@H]4CCC(=O)N4)c3)=NO2)CN1C(=O)/C=C/Sc1ccccc1 (stereo partly drawn) | -8% | -6 | 0 | -3% | 1 | 0 | -24 | 1.2% | -2%
COc1ccc(NC(=O)Cn2c(=O)n(CCCCCC(=O)NCc3ccc4c(c3)OCO4)c(=O)c3sccc32)cc1Cl | -7% | 6 | -7 | ? | 2 | 1 | -7 | 0.7% | -3%
Cc1cccc(NC(=O)CSCC(=O)Nc2ccc(S(=O)(=O)N3CCCC3)cc2)c1 | 0% | 1 | -7 | -8% | 2 | 5 | 7 | -0.2% | -3%
CN1CC=C2C(C#N)=C(N)C(C#N)(C#N)C(CCc3ccccc3)C2C1 (stereo not drawn) | -14% | -10 | 21 | -13% | 8 | -9 | -62* | 1.2% | -3%

Next part.
Molecule | Vif-A3G inh | D2 potentiator | LDHA inh | Vif-A3F inh | D1 agonist | D1 PAM | D1 antagonist | RXFP1 ag | GRP78 ERSR act
CN(C)C(=O)Cn1c(SCC(=O)N2CCCc3ccccc32)nc2ccccc21 | -2% | -1 | 1 | -6% | -1 | 1 | -7 | 0.0% | -3%
COc1cc(NC(=O)CN2CCCCCC2)cc(OC)c1 | 0% | -3 | -7 | 19% | 4 | -4 | 9 | -0.5% | 9%
Cc1ccc(S(=O)(=O)N2CCC(C(=O)Nc3ccccc3N3CCCCC3)CC2)cc1C | 0% | · | 2 | 6% | 4 | -1 | 7 | 1.9% | -5%
O=C(N/C(=C/c1ccccc1F)C(=O)N1CCCCC1)c1ccccc1 | 1% | -2 | -18 | -1% | 3 | · | -8 | 2.1% | -2%
CN(C)c1ccc(NC(=O)c2cccc(C(=O)Nc3ccc(N(C)C)cc3)n2)cc1 | 3% | 3 | 5 | 2% | 1 | -6 | -10 | 0.0% | -10%
N#Cc1c(-n2cccc2C=O)sc2c1CCCC2 | 6% | · | -8 | -26% | -1 | -12 | 3 | 1.9% | -6%
COc1cc(C(=O)NC2Cc3ccccc3C2)ccc1OC1CCN(C(C)=O)CC1 | -1% | 8 | -2 | 5% | 1 | -6 | -5 | -1.2% | -4%
O=C(CNc1cc(S(=O)(=O)N2CCCC2)ccc1OCC(F)(F)F)Nc1cccc(C(F)(F)F)c1 | 7% | -15 | -1 | -25% | 2 | -10 | -22 | 3.7% | -4%
CCOC(=O)c1cc(OC(=O)c2ccc(OC)c(OC)c2)n(-c2ccccc2)n1 | -2% | -13 | 1 | 2% | 0 | -2 | -9 | 1.0% | 3%
CC(=O)N1CCN(C(=O)c2ccc(S(=O)(=O)Nc3ccccc3F)cc2)CC1 | -4% | 5 | 0 | -5% | 15 | · | -11 | 0.3% | -5%
CC(C)Cc1cc(C(=O)N2CCC(N3CCC(C(=O)NC4CC4)CC3)CC2)n[nH]1 | -2% | 4 | -8 | 10% | -1 | 1 | -13 | 24% | 0%
Cc1nc([N+](=O)[O-])c(Sc2nc3ccccc3[nH]2)n1Cc1ccccc1 | -5% | 12 | -3 | 11% | 1 | 3 | -2 | -0.1% | -10%
O=c1[nH]c(CN2CCN(c3ccc(F)cc3)CC2)nc2ccccc12 | 0% | -11 | -5 | · | -1 | -5 | -3 | -0.2% | -3%
Cc1cc(=S)c2cccc(C)c2[nH]1 | -5% | -4 | -11 | 7% | 3 | -1 | -15 | 22µM* | -4%
O=C(Nc1ccccc1F)c1ccc(Br)o1 | 1% | -2 | 0 | 4% | -4 | -1 | 12 | 3.9% | 1%&6%
COC(=O)CN1C(=O)[C@H]2[C@@H](c3ccc(C)o3)N3C(=O)CN(Cc4ccccn4)C(=O)[C@@]3(C)[C@H]2C1=O | 7% | -1 | -3 | 1% | 2 | -2 | 4 | -2.3% | -5%
CCOc1cc(C)c(-c2onc(C(F)(F)F)c2-c2csc(C)n2)c(O)c1 | -12% | -9 | 3 | -9% | 5 | -9 | -27 | 3.3% | -3%

Looked up one by one from the list above (two):
Molecule | Vif-A3G inh | D2 potentiator | LDHA inh | Vif-A3F inh | D1 agonist | D1 PAM | D1 antagonist | RXFP1 ag | GRP78 ERSR act
CCOc1cc(C)c(-c2onc(C(F)(F)F)c2-c2csc(C)n2)c(O)c1 | -12% | -9 | 3 | -9% | 5 | -9 | -27 | 3.3% | -3%
O=c1[nH]c(CN2CCN(c3ccc(F)cc3)CC2)nc2ccccc12 | 0% | -11 | -5 | · | -1 | -5 | -3 | -0.2% | -3%
